Screening results deposited in PubChem by several laboratories.
MRP resist rev: reversal of MRP1-mediated doxorubicin resistance, primary screen, H69AR cells, doxorubicin co-treatment. 0.04% of 85,000 active. differential viability (reversal), % at 10 µM. AID 602, 2007. H69AR cells + 2 uM doxorubicin, CellTiter-Glo, 72 h;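 active = viability drop by adding the cancer drug above about 55%, with treated viability meeting a 40% cutoff, limit read from the data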;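 note: viability without doxorubicin minus viability with 2 µM doxorubicin for each compound; larger differential means the compound sensitizes cells more to doxorubicin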
IL1B NFkB inh: inhibitors of IL-1B driven NFkB p65 nuclear import, primary screen, imaging, HUVEC, IL-1B stimulus, high-content imaging. HUVEC IL-1B NFkB p65 nuclear translocation imaging. inhibition, % at 2 µM. 0.43% of 94,000 active. AID 796, 2007;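 active = inhibition above about 30% together with a positive call from visual inspection of the well image, limit read from the data; inconclusive = inhibition above a set limit but visual check negative; inactive = inhibition not above a set limit, visual check negative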;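 note: nuclear over cytoplasmic p65 intensity ratio measured by imaging; 0% = IL-1B stimulated DMSO wells and 100% = unstimulated DMSO wells; values of inactives mirror those of a sister screen read the other way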
Bcl-B TR3 displacers: displacers of TR3 peptide from Bcl-B, primary screen, selectivity assay for Bfl-1 inhibitor project, biochemical, fluorescence polarization; displacement, % at 20 µM; hits with a dose series show IC50 in µM; FP displacement of FITC-TR3 peptide from Bcl-B; higher % means a stronger effect; Bcl-2-like protein 10 (Homo sapiens); 0.11% of 96,000 active;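 active = displacement above 50% at 20 µM plus a fluorescence interference ratio under 1.5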;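 note: plate controls were wells without compound for no effect and wells lacking Bcl-B protein for full effect; a part of the inactive calls stands beside numbers as strong as those of hits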
NFkB transloc pot: enhancers of NFkB p65 translocation in HUVEC – imaging, IL-1B stimulus, high-content imaging, primary screen. activation, % at 2 µM. HUVEC IL-1B NFkB p65 nuclear translocation imaging. AID 819, 2007. 0.3% of 94,000 active;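 active = activation above 40%, about the mean plus 3 SD, also judged a hit on visual image review; inconclusive = activation above 40% but not a hit on visual review; inactive = activation not above 40% and no visual hit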;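 note: percent activation is computed from the nuclear over cytoplasmic p65 intensity ratio; values of inactives mirror those of a sister screen read the other way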
PLAP inhibitors HTS: PLAP enzyme inhibitors, biochemical, luminescence, HTS (AID 690); 0.08% of 96,000 active; purified PLAP, luminescent substrate; higher % means a stronger effect; inhibition, % at 20 µM; hits with a dose series show IC50 in µM; in the data active = a potency from the dose series; inactive = the rest, 99 in 100 with inhibition below about 30%; note: strong numbers were not always called active
MRP resist rev cytotoxicity: also measured in MRP resist rev; calls as there; viability, %; H69AR cells, CellTiter-Glo, 72 h; measured here: cytotoxicity without doxorubicin
MRP resist rev with doxorubicin: recorded beside MRP resist rev, whose call it bears; viability, %; measured here: viability with 2 uM doxorubicin; stronger effect = lower value
IL1B NFkB inh cell count 2 µM: also measured in IL1B NFkB inh; calls as there; cell count; measured here: cells passing quality filter;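 raw number of nuclei counted in each imaged well without normalization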
NFkB transloc pot cell count 2 µM: second read-out of NFkB transloc pot, no call of its own (marks repeat the call); cell count; measured here: cells passing quality filter
An asterisk follows results filed as active; ? = inconclusive; · = no result given. Not all compounds are listed; count on the stated rates, not on these rows.

SMILES	MRP resist rev	MRP resist rev cytotoxicity	MRP resist rev with doxorubicin	IL1B NFkB inh	IL1B NFkB inh cell count 2 µM	Bcl-B TR3 displacers	NFkB transloc pot	NFkB transloc pot cell count 2 µM	PLAP inhibitors HTS
COc1ccc(C2C(C(=O)OC(C)C)=C(C)N=c3s/c(=C\c4cccs4)c(=O)n32)cc1 (stereo not given)	-5.8	76.7	82.6	-4.2	160	-48.7%	4.2	160	-1.8%
N#CCSc1n[nH]c2nc3c(c(=O)n12)C1(CCCC1)Cc1ccccc1-3	15.9	103.7	87.8	·	·	-11.9%	·	·	-4.9%
CCOC(=O)C1=C(C)Nc2nnnn2C1c1c[nH]c2ccccc12 (stereo not given)	·	·	·	2.9	94	-14.1%	-2.9	94	-11.0%
COc1ccc(-c2nc(C#N)c(NCCCN(C)C)o2)cc1OC	23.2	93.0	69.8	1.2	130	-17.4%	-1.2	130	-55.9%
Cc1cccc(C)c1-n1c(C)cc(/C=N/NC(=O)c2ccncc2)c1C	·	·	·	12.8	92	10.3%	-12.8	92	-66.8%
COc1cc(C(C[N+](=O)[O-])c2c(C)[nH]c3ccccc23)cc(OC)c1OC (stereo not given)	·	·	·	5.2	153	3.2%	-5.2	153	-19.1%
CCOC(=O)C1CCN(Cc2ccc(F)cc2F)CC1	7.8	99.7	91.8	-10.4	125	0.3%	10.4	125	-19.1%
CC1(c2ccco2)NC(=O)NC1=O (stereo not given)	4.9	95.5	90.6	-3.9	84	·	3.9	84	·
Cc1nc2ccccc2n1/N=C/c1cccnc1	-5.2	75.4	80.6	-6.9	174	11.3%	6.9	174	15.6%
COc1ccc(-c2noc(CSc3nc(-c4ccccc4)cc(=O)[nH]3)n2)cc1	16.7	98.8	82.1	-7.4	148	0.2%	7.4	148	-41.1%
COc1ccc(CCNC(=O)Cc2cc(OC)c(OC)cc2[N+](=O)[O-])cc1OC	·	·	·	?	·	-2.6%	-44.7	140	15.1%
CSc1ccccc1C(=O)NCCSC(C)(C)C	20.7	102.4	81.6	19.5	114	-2.3%	-19.5	114	5.1%
Cc1ccc(S(=O)(=O)N2CCN(S(=O)(=O)c3ccc(C)cc3)C2c2ccccc2)cc1	13.1	90.3	77.2	-23.0	75	-3.0%	23.0	75	-23.7%
COc1ccccc1C(=O)N1CCNC(=O)C1CC(=O)Nc1ccc(Cl)cc1 (stereo not given)	-7.6	94.9	102.6	-4.4	162	-2.8%	4.4	162	-29.5%
CCCNC(=O)Nc1cc(OCC)c(N2CCOCC2)cc1OCC	13.9	93.3	79.4	·	·	5.9%	·	·	-32.5%
CCc1nc(NCCN)c(C#N)c2c1CSC(C)(C)C2	12.2	90.3	78.1	13.8	175	6.9%	-13.8	175	-28.5%
Cc1ccc(Nc2nc3ccccc3[nH]2)nc1	-9.1	88.4	97.5	-17.0	114	·	17.0	114	·
CC(NC1CCCC1)C(=O)Nc1ccccc1-c1ccccc1 (stereo not given)	9.4	90.0	80.6	-4.1	153	2.0%	4.1	153	-4.5%
Cc1noc(C)c1C(=O)N1CCOCC1	-11.3	88.6	99.9	-9.1	193	-8.3%	9.1	193	10.4%
COC(=O)c1ccccc1NC(=O)CN(C)S(=O)(=O)c1cc(C)ccc1OC	-2.3	85.8	88.0	-0.7	165	-4.4%	0.7	165	-14.2%

A run of entries from further up, as a working copy:
SMILES	MRP resist rev	MRP resist rev cytotoxicity	MRP resist rev with doxorubicin	IL1B NFkB inh	IL1B NFkB inh cell count 2 µM	Bcl-B TR3 displacers	NFkB transloc pot	NFkB transloc pot cell count 2 µM	PLAP inhibitors HTS
COc1ccc(-c2nc(C#N)c(NCCCN(C)C)o2)cc1OC	23.2	93.0	69.8	1.2	130	-17.4%	-1.2	130	-55.9%
Cc1cccc(C)c1-n1c(C)cc(/C=N/NC(=O)c2ccncc2)c1C	·	·	·	12.8	92	10.3%	-12.8	92	-66.8%
COc1cc(C(C[N+](=O)[O-])c2c(C)[nH]c3ccccc23)cc(OC)c1OC (stereo not given)	·	·	·	5.2	153	3.2%	-5.2	153	-19.1%
CCOC(=O)C1CCN(Cc2ccc(F)cc2F)CC1	7.8	99.7	91.8	-10.4	125	0.3%	10.4	125	-19.1%
CC1(c2ccco2)NC(=O)NC1=O (stereo not given)	4.9	95.5	90.6	-3.9	84	·	3.9	84	·
Cc1nc2ccccc2n1/N=C/c1cccnc1	-5.2	75.4	80.6	-6.9	174	11.3%	6.9	174	15.6%
COc1ccc(-c2noc(CSc3nc(-c4ccccc4)cc(=O)[nH]3)n2)cc1	16.7	98.8	82.1	-7.4	148	0.2%	7.4	148	-41.1%
COc1ccc(CCNC(=O)Cc2cc(OC)c(OC)cc2[N+](=O)[O-])cc1OC	·	·	·	?	·	-2.6%	-44.7	140	15.1%
CSc1ccccc1C(=O)NCCSC(C)(C)C	20.7	102.4	81.6	19.5	114	-2.3%	-19.5	114	5.1%
Cc1ccc(S(=O)(=O)N2CCN(S(=O)(=O)c3ccc(C)cc3)C2c2ccccc2)cc1	13.1	90.3	77.2	-23.0	75	-3.0%	23.0	75	-23.7%
COc1ccccc1C(=O)N1CCNC(=O)C1CC(=O)Nc1ccc(Cl)cc1 (stereo not given)	-7.6	94.9	102.6	-4.4	162	-2.8%	4.4	162	-29.5%
CCCNC(=O)Nc1cc(OCC)c(N2CCOCC2)cc1OCC	13.9	93.3	79.4	·	·	5.9%	·	·	-32.5%

Continued:
SMILES	MRP resist rev	MRP resist rev cytotoxicity	MRP resist rev with doxorubicin	IL1B NFkB inh	IL1B NFkB inh cell count 2 µM	Bcl-B TR3 displacers	NFkB transloc pot	NFkB transloc pot cell count 2 µM	PLAP inhibitors HTS
O=C(O)CSc1nnc(-c2cc3ccccc3o2)n1-c1ccccc1	·	·	·	-14.2	157	-0.8%	14.2	157	-27.5%
COc1ccc(C2N=C(c3ccccc3)NC(c3ccccc3)=N2)cc1	19.0	85.2	66.2	2.5	107	·	-2.5	107	·
CCCCN(C)CCCNC(=O)CC1Oc2ccccc2NC1=O (stereo not given)	-7.3	95.2	102.5	1.2	81	-0.5%	-1.2	81	3.5%
Cc1cc(Cl)c(S(=O)(=O)NCc2cccnc2)cc1OCC(N)=O	-0.3	99.3	99.7	-14.1	158	-7.6%	14.1	158	11.9%
O=C(COc1ccccc1)N1CCc2ccccc2C1	18.4	100.2	81.8	5.3	145	1.0%	-5.3	145	22.1%
Nc1nc(N2CCN(C(=O)c3ccco3)CC2)nc2ccccc12	-5.8	79.4	85.3	-2.2	122	·	2.2	122	·
O=C(O)CCn1c(=O)[nH]c2ccccc2c1=O	-6.9	91.9	98.8	9.3	156	4.5%	-9.3	156	2.1%
O=C(CCCOc1ccccc1)Nc1nncs1	-5.3	94.0	99.3	-10.4	69	-2.8%	10.3	69	-27.5%
CCN(CC)CCCNC(=O)Cn1nc(-c2ccccc2)ccc1=O	-3.2	103.9	107.2	-3.1	167	0.3%	3.1	167	15.6%
COc1ccc(-c2[nH]ncc2/C=N\NS(=O)(=O)c2ccc(Cl)cc2)cc1	·	·	·	29.7	124	-6.0%	-29.7	124	-10.5%
Cc1c(N(C)C(=O)c2ccccc2F)c(=O)n(-c2ccccc2)n1C	-7.5	97.4	104.8	-27.4	201	-9.4%	27.4	201	-26.5%
CCOC(=O)C1CCN(S(=O)(=O)c2nc3nc(C)cc(C)n3n2)CC1	-5.7	103.2	108.9	·	·	-10.2%	·	·	-53.7%
CCn1c(CNC(=O)c2cccs2)nnc1SCC(=O)Nc1cc(Cl)ccc1C	6.1	91.5	85.4	-2.7	158	-5.2%	2.7	158	23.1%
Brc1ccc(/C=N/Nc2ccc3ccccc3n2)cc1	·	·	·	3.2	150	-7.1%	-3.2	150	3.6%
CCOc1cc(/C=N/N=C(/N)c2nonc2N)cc(Br)c1OCc1ccc(Cl)cc1	-7.3	18.2	25.6	-5.1	213	-7.3%	5.1	213	5.1%
O=C(N/N=C/c1cccs1)c1cccc2cc[nH]c12	·	·	·	-0.9	201	-9.1%	0.9	201	·
COCCNC(=O)C(c1cccs1)N(C(=O)Cn1nnc2ccccc21)c1cccc(C)c1 (stereo not given)	-1.1	83.5	84.5	0.4	201	-0.5%	-0.4	201	-60.1%
CC(NC(=O)CSc1n[nH]c(=O)n1C1CC1)C12CC3CC(CC(C3)C1)C2 (stereo not given)	13.5	96.2	82.7	10.4	141	-10.8%	-10.4	141	-15.5%
NC(=O)CSc1nnc(CCc2nc3ccccc3[nH]2)n1-c1ccccc1	-9.6	91.9	101.4	6.8	158	·	-6.8	158	·
CCOC(=O)c1ccccc1NC(=O)COC(=O)C1=COCCO1	7.5	79.5	72.1	3.5	132	-1.1%	-3.5	132	-3.5%
CCCCN1C(=O)C(O)(CC(=O)c2ccco2)c2cc(Br)ccc21 (stereo not given)	-13.6	21.2	34.8	·	·	2.9%	·	·	-5.4%
C/C(CC(=O)NCc1ccco1)=N\NC(=O)Cc1ccc(Cl)cc1	·	·	·	1.3	123	-1.0%	-1.3	123	-3.5%
Cc1ccc(C(=O)COC(=O)CNC(=O)c2cccs2)cc1	2.1	103.5	101.4	3.8	61	2.3%	-3.8	61	5.8%
COc1cc2[nH]c(=O)n(Cc3ccccc3Cl)c(=O)c2cc1OC	15.1	89.2	74.1	2.1	163	1.6%	-2.1	163	-18.8%
CCOC(=O)C(O)(CC(=O)Nc1cc(F)ccc1C)C(F)(F)F (stereo not given)	4.1	106.9	102.8	4.8	157	·	-4.8	157	·
Cc1cc(C)cc(NC(=O)CCC(=O)Nc2cc(C)on2)c1	-0.9	100.3	101.2	-12.7	126	·	12.7	126	·
O=C(Nc1ccc(Cl)cc1)c1cc2nc(C3CC3)cc(C(F)(F)F)n2n1	10.2	79.5	69.3	-3.6	173	2.6%	3.6	173	-6.3%
CCOc1ccc(/C(O)=C2\C(=O)C(=O)N(CCN(C)C)C2c2cccc(OC)c2OC)cc1Cl (stereo not given)	24.1	100.2	76.1	4.7	160	-9.7%	-4.7	160	-71.6%
CCOC(=O)/C(N=Nc1ccc(Cl)cc1)=C(/O)c1ccc([N+](=O)[O-])cc1	·	·	·	11.2	129	-36.6%	-11.2	129	23.8%
CCC1Oc2ccc(C)cc2N(CC(=O)N(Cc2cccnc2)Cc2cccc(F)c2)C1=O (stereo not given)	-4.2	42.7	46.9	10.4	82	·	-10.4	82	·
Cc1ccc(-c2nnc(Nc3ccc(CC(N)=O)cc3)c3ccccc23)cc1	·	·	·	-3.6	134	-2.5%	3.6	134	5.9%
CC(C)Sc1nc2c(c(=O)[nH]c(=O)n2C)n1C	18.9	96.6	77.7	-0.6	123	-2.9%	0.6	123	-11.5%
CCn1ccnc1C(O)c1cccc(OC)c1OC (stereo not given)	8.9	95.6	86.8	-3.6	180	5.4%	3.6	180	-5.1%
COc1ccccc1NC(=O)CCN1CCN(CCC(=O)Nc2ccccc2OC)CC1	-7.4	92.2	99.6	·	·	5.4%	·	·	-21.4%
COCCCNC(=O)c1ccc2c(c1)ncn2-c1ccccc1OC	·	·	·	·	·	-4.4%	·	·	-42.2%
Cn1c(=O)n(CC(=O)Nc2ccccc2)c2ccccc21	-11.5	91.9	103.4	6.1	126	0.4%	-6.1	126	14.3%
